S1P3 antag: antagonists of human S1P3 receptor | Q99500 | CHO S1P3 NFAT-BLA reporter, FRET fluorescence, antagonist mode | inhibition, % at 4.98 µM | 170,000 compounds, 0.27% hits;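 active = inhibition above the plate cutoff, the mean inhibition of test wells on that plate plus 3 SD, cut at about 28% in these data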;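 also: cells challenged with S1P at its EC80 of 0.8 µM; blue over green emission ratio from cleaved BLA substrate after 4 h stimulation; 0% = S1P-stimulated wells and 100% = unstimulated DMSO-only wells; some compounds past the cut are filed as inactive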
Target sequence (Q99500 whole entry, looked up): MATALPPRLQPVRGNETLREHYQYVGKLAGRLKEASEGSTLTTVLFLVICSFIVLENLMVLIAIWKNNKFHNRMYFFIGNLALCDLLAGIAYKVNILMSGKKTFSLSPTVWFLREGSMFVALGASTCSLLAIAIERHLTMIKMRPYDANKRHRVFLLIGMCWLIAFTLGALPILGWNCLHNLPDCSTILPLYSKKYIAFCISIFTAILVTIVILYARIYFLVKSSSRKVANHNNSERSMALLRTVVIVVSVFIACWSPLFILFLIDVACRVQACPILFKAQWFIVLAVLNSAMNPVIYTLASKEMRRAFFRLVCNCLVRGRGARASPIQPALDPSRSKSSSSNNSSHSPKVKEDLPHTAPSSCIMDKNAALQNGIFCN
The depositor's hits bear a star. Only part of the results is shown. The share of hits here may be higher or lower than overall.

The first five compounds, to show the layout:
SMILES	S1P3 antag
Cc1ccc(C(=O)OCC(=O)Nc2cccc(Cl)c2C)c(O)c1	-1.2
CCCCC1C2C(=O)N(c3ccccc3)C(=O)C2ON1c1ccccc1 (configuration not stated)	9.8
CSc1cccc(NC(=O)Nc2ccccc2C(N)=O)c1	3.2
CC(C)C[C@H](NC(=O)NC1CCCc2ccccc21)C(=O)O (some centres not stated)	-6.1
O=C(NN1C(=O)/C(=C/c2cccs2)SC1=S)c1ccncc1	6.5

Results, previewed entries included:
SMILES	S1P3 antag
Cc1ccc(C(=O)OCC(=O)Nc2cccc(Cl)c2C)c(O)c1	-1.2
CCCCC1C2C(=O)N(c3ccccc3)C(=O)C2ON1c1ccccc1 (configuration not stated)	9.8
CSc1cccc(NC(=O)Nc2ccccc2C(N)=O)c1	3.2
CC(C)C[C@H](NC(=O)NC1CCCc2ccccc21)C(=O)O (some centres not stated)	-6.1
O=C(NN1C(=O)/C(=C/c2cccs2)SC1=S)c1ccncc1	6.5
COc1ccccc1N1CCN(c2nc3ccccc3n3nnnc23)CC1	-10.8
CCN(CC)C(=S)SC1CCCCN(C(=O)c2ccccc2)C1=O (configuration not stated)	-9.1
CC1Oc2ccccc2C=C1/C=N/Nc1ccc(C(=O)O)cc1 (configuration not stated)	-5.6
Cc1ccc(-n2cnc(N)c2C(=O)c2cccc([N+](=O)[O-])c2)cc1	4.2
Cn1c(-c2cc3ccccc3oc2=O)nc2ccccc21	11.1
Cc1oc(-c2ccc(Cl)cc2)nc1CN1CCCC(C(=O)N2CCc3ccccc32)C1 (configuration not stated)	-33.2
Cc1ccc(NC(=O)COc2cccc(/C=C3\SC(=S)N(CCC(=O)O)C3=O)c2)cc1Cl	6.4
COc1ccc(NC(=O)Nc2nc(C)cc(C)n2)c(OC)c1	2.5
[N-]=C=C1C(=S)NC(=O)[C@H]([n+]2ccccc2)[C@H]1c1ccc(Cl)cc1	0.9
CC(=O)n1c(C=Nc2ccc(Cl)cc2)c(O)c2ccccc21	0.8
O=C1CN(C(=O)COC(=O)CCNS(=O)(=O)c2ccc(Cl)cc2)c2ccccc2N1	-4.0
N#CC12CCCCC1CC1CCCCC1(C#N)N2N (configuration not stated)	13.6
CSCCn1c(C(C)(C)C)cc(C(=O)O)c1C	-8.1
COc1ccccc1-n1c(O)c(C=NCc2ccccn2)c2ccccc2c1=O	9.5
NS(=O)(=O)c1ccc(NC2=CC(c3ccc([N+](=O)[O-])cc3)N(c3ccc(S(N)(=O)=O)cc3)C2=O)cc1 (configuration not stated)	-4.1
Cc1ccc2ncnc(Oc3ncccc3NC(=O)C(C)(C)C)c2c1	-3.6
CCOCCOC(=O)NCCCCCCNC(=O)OCCOCC	-1.7
Nc1nc(Nc2ccccc2)nc(NCc2ccccc2)c1[N+](=O)[O-]	-10.2
Cc1cc(C)n2ncc(/C(N)=N/OC(=O)Nc3ccccc3)c2n1	1.1
CC(=C/c1ccc(C(C)C)cc1)/C=N/NC(=O)Cn1nnnc1N	-1.0
SMILES	S1P3 antag
O=C(Nc1ccc(S(=O)(=O)N2CCOCC2)cc1)c1cc(-c2ccccc2O)n[nH]1	4.7
N#Cc1cnn2ccn(C3OC(CO)C(O)C3O)c12 (configuration not stated)	-4.0
CCOc1cc(NC(=S)NC)c(OCC)cc1NC(=O)c1cccs1	-6.0
COc1ccc(/C=C/C(=O)O)cc1S(=O)(=O)N1CCC(Cc2ccccc2)CC1	6.7
CCn1nc(C)c([N+](=O)[O-])c1C(=O)NNC(=O)c1ccccc1Cl	2.2
O=C(NNc1c(Cl)cccc1Cl)c1sccc1Cl	-9.4
COc1cc(CO)ccc1Oc1nc2ccccc2n2cnnc12	-9.8
NS(=O)(=O)c1ccc(CCNS(=O)(=O)c2ccc(Cl)nc2)cc1	-15.6
COc1ccccc1Nc1nc(N)nc(CSC(=S)N2CCOCC2)n1	3.0
CC(=O)Nc1cccc(OCCCNC(=O)c2ccc(F)cc2)c1	-8.9
Cc1nn(C)c2ncc(C(N)=O)c(Oc3ccc(Cl)cc3)c12	5.6
O=C(COC(=O)C1CCN(S(=O)(=O)c2cccs2)CC1)Nc1ccc(F)cc1F	-5.4
CC(=O)c1ccc(Nc2c3c(nc4ccccc24)CCCC3)cc1	29.0*
Cc1ccc(Cl)c(OCC(=O)NN2CCN(C)CC2)c1	3.3
Cc1ccc(CNC(=O)CCC(=O)Nc2nnc(C3CCCCC3)s2)cc1	-25.1
COc1cc(/C=C/C(=O)O)cc(Br)c1O	-17.9
Cc1csc2c(NCCCN3CCOCC3)ncnc12	-4.4
CN1C(=S)SC(/[N+]([O-])=C/c2ccc(Cl)cc2)C1(C)C (configuration not stated)	2.5
COC(=O)c1sc(C(F)(F)F)c(-c2ccccc2)c1S(=O)(=O)NC(C)(C)C	4.8
O=C(N/N=C/c1ccncc1)c1ccc(OCc2ccccc2)cc1	-8.2
CN(CC(=O)Nc1ccc(F)cc1)C(=O)COc1ncnc2ccccc12	-5.2
CSCCC(N=C(NS(=O)(=O)c1ccc(C)cc1)c1ccccc1)C(=O)O (configuration not stated)	-4.8
CN(C)S(=O)(=O)c1cccc(C(=O)N=C2N=C3C=CC(Cl)=CN3Cc3ccccc32)c1	4.3
OCCNC(=S)Nc1ccc2c(c1)OCCO2	10.9
CCN(CC)S(=O)(=O)c1ccc(Cl)c(NC(=O)COC(=O)c2ccc([N+](=O)[O-])o2)c1	2.7

Part of the list above in order of molar mass, falling:
SMILES	S1P3 antag
CN(CC(=O)Nc1ccc(F)cc1)C(=O)COc1ncnc2ccccc12	-5.2
CCn1nc(C)c([N+](=O)[O-])c1C(=O)NNC(=O)c1ccccc1Cl	2.2
O=C(N/N=C/c1ccncc1)c1ccc(OCc2ccccc2)cc1	-8.2

5 records drawn at random from those above:
SMILES	S1P3 antag
COc1cc(CO)ccc1Oc1nc2ccccc2n2cnnc12	-9.8
Cc1oc(-c2ccc(Cl)cc2)nc1CN1CCCC(C(=O)N2CCc3ccccc32)C1 (configuration not stated)	-33.2
COc1ccc(/C=C/C(=O)O)cc1S(=O)(=O)N1CCC(Cc2ccccc2)CC1	6.7
Cn1c(-c2cc3ccccc3oc2=O)nc2ccccc21	11.1
CC(=C/c1ccc(C(C)C)cc1)/C=N/NC(=O)Cn1nnnc1N	-1.0

Further compounds.
SMILES	S1P3 antag
Cc1ccc2c(=O)[nH]c(Cc3ccccc3C(=O)O)nc2c1	-6.3
CN(C)/N=C/C=C1\CCC/C(=C/c2cccs2)C1=O	1.1
C=CCOc1ccc(S(C)(=O)=O)cc1	-6.0
CN1CCN(NC(=O)c2ccc(Cl)c(S(=O)(=O)Nc3ccc(Cl)cc3)c2)CC1	-9.0
O=S(=O)([N-]c1nc2ccccc2nc1-n1cc[n+](Cc2ccccc2)c1)c1ccccc1	-5.8
CCCOc1ccc(N2C(=O)CC(N(Cc3ccccc3)N=O)C2=O)cc1 (configuration not stated)	-4.8
COc1cccc(NC(=S)N2CCc3cc(OC)c(OC)cc3C2)c1	-1.6
O=C(CS)Nc1ccc2ccccc2c1	-6.0
O=C1N=C(N2CCN(c3ccccc3)CC2)S/C1=C/c1ccco1	-9.1
CCN1/C(=C/C(=S)Nc2ccccc2)Sc2ccccc21	-7.0
COc1ccc(/C=N/n2c(-c3n[nH]c4c3CCC4)n[nH]c2=S)c(OC)c1OC	6.9
FC(F)Oc1ccc(NC(=S)Nc2ccc3cn[nH]c3c2)cc1	-8.5
CC(C)Oc1ccc(-c2nc(NCC3CCCO3)c3ccccc3n2)cc1 (configuration not stated)	-2.8
O=C(O)c1ccc2c(c1)OCCCO2	-4.7
CCOC(=O)CN(C(=O)COc1nc(-c2ccccc2)cc(C)c1C#N)c1ccccc1	3.2
C/C(=N\NC(=O)c1cccnc1)c1ccc(-c2ccccc2)cc1	-6.7
Cc1cc(-c2nnc(SCC(=O)Nc3ccc(C(F)(F)F)cc3)n2C)no1	-5.8
C=CCn1c(N(C)C)nc2c1c(=O)[nH]c(=O)n2C	-15.9
N#C/C(=C\c1cc2c(cc1Br)OCO2)C(=O)NCC1CCCO1 (configuration not stated)	-14.8
CC1(C)C[C@@H]2C[C@@](C)(CN2C(=O)c2ccccc2)C1	-6.2
CC(=O)N1N=C(c2ccc3ccccc3c2)OC12CCCC2	2.8
O=C(COC(=O)C1CCCN1S(=O)(=O)c1ccc(Cl)cc1)Nc1ccc2c(c1)OCO2 (configuration not stated)	-49.0
O=C1/C(=C/c2ccncc2)Oc2cc(OS(=O)(=O)c3ccccc3)ccc21	-15.7
Cc1nn(-c2ccccc2)nc1C(=O)Nc1nnc(C(F)(F)F)s1	2.1
CCN(CC)CCCNCC(=O)Nc1ccc(OC)c(Cl)c1	-9.0

Quoted from the listing.
S1P3 antag, CN1CCN(NC(=O)c2ccc(Cl)c(S(=O)(=O)Nc3ccc(Cl)cc3)c2)CC1 : -9.0
S1P3 antag, FC(F)Oc1ccc(NC(=S)Nc2ccc3cn[nH]c3c2)cc1 : -8.5

Remaining list, next part
SMILES	S1P3 antag
COc1ccc2nc(NC(=O)c3sc4nc(C)cc(C)c4c3N)sc2c1	-0.8
CC1=C(C)Cc2c(OC(=O)c3ccccc3)ccc(OC(=O)c3ccccc3)c2C1	2.7
C/C(=N\NC(=O)Cn1nc(C)c([N+](=O)[O-])c1C)c1ccco1	3.5
COc1ccc(OC)c(Nc2nc(N)nc(CCl)n2)c1	-2.2
Cc1noc(C)c1-c1nc(CSc2ccccc2)no1	1.7
O=C(O)c1ccc(N/N=C/c2ccc(-c3ccccc3Cl)o2)cc1	-20.3
CCCN1C(=O)C(O)(c2c(C)[nH]c3ccccc23)c2ccccc21 (configuration not stated)	-3.5
O=C(Nc1ccc(Nc2ccncc2)cc1)c1ccc(Nc2ccnc3ccc([N+](=O)[O-])cc23)cc1[N+](=O)[O-]	2.8
COc1ccccc1OCCC(=O)N1CCN(c2ccccc2OC)CC1	-1.3
Cc1csc2ncnc(NNC(=O)c3ccc(Cl)cc3)c12	-5.4
CC(C)CCc1noc(CN2CCC(C(=O)N3CCOCC3)CC2)n1	4.2
Cc1ccc(S(=O)(=O)CC(=O)c2ccc([N+](=O)[O-])cc2)cc1	-1.0
CCOc1ccc(NC(=S)NC(=O)/C=C/c2ccc(Br)cc2)c([N+](=O)[O-])c1	-9.7
Cc1cc(NC(=O)CSc2nc3c(c(=O)n2Cc2ccccc2)SC(C)C3)no1 (configuration not stated)	-16.0
O=C(O)/C=C/C(=O)Nc1cc(F)ccc1F	-7.6
Cn1c(=O)c2cc3c(nc2n(C)c1=O)CC(c1ccccc1)CC3=O (configuration not stated)	-9.2
O=C(O)c1ccc(/C=N/NC(=O)c2ccc(F)cc2)cc1	6.5
N#CCCn1c(O)c(N=NC(=O)CNC(=O)c2cccs2)c2ccccc21	-7.8
O=C(Nc1nc2ccccc2s1)Nc1ccc([N+](=O)[O-])cc1Cl	-13.3
O=C(O)c1ccccc1N/N=C/C1=C(N2CCOCC2)C(=C\c2ccccc2)/CC1	2.0
O=[N+]([O-])c1cccc(-c2ccc(C(=S)N3CCN(c4ccccc4)CC3)o2)c1	6.6
O=C(CNCc1ccccc1Cl)Nc1ccc2c(c1)OCCO2	-5.5
COc1ccc(S(=O)(=O)N2CC(O)CC2C(=O)Nc2cccnc2)cc1 (configuration not stated)	-8.2
NS(=O)(=O)c1ccc(NC(=O)COC(=O)COc2cccc(C(F)(F)F)c2)cc1	-4.6
CNC(=S)N/N=C(\C)c1ccccc1	-8.6
SMILES	S1P3 antag
CCOC(=O)C(NCCOC)(NC(C)=O)C(F)(F)F (configuration not stated)	-18.7
CC(C)c1nc2oc3c(N4CCNCC4)ncnc3c2c2c1CCC2	-1.3
O=S(=O)(NCC(O)c1ccccc1)c1ccc(-c2ccccn2)s1 (configuration not stated)	2.5
COc1ccc(C2(C(=O)c3ccccc3)C(=O)c3ccccc3C2=O)cc1	3.4
Cc1cc(C(=O)Nc2ccccc2N2CCCCC2)no1	-7.2
Nc1ccc(Nc2ccccc2)c(S(=O)(=O)O)c1	-2.2
Cc1ccc(NC(=O)Cn2c(O)c(N=NC(=O)c3cc([N+](=O)[O-])ccc3O)c3ccccc32)cc1	-4.6
CCOC(=O)C1CCN(c2c(NCc3ccc(C(=O)Nc4ccc(C)cc4)cc3)c(=O)c2=O)CC1	-13.8
CCNc1nc(NC(C)C)nc(N(C)C#N)n1	-16.3
COC(=O)Cn1c(CN2CCOCC2)nc2c1c(=O)n(C)c(=O)n2C	-37.5
Nc1ccccc1SCc1ccccc1Cl	-17.4
NC(=O)c1nn(-c2ccccc2)nc1NC(=O)CN1CCCC1	-2.1
CCOC(=O)N1CCN(c2c(N3CCN(C(=O)OCC)CC3)c(=O)c2=O)CC1	10.7
COc1c(/C=N/NC(=O)[C@H]2C[C@@H]2c2ccccc2)c(CCN(C)C(C)=O)cc2c1OCO2	-12.9
Cc1oc(-c2cccc(Cl)c2)nc1CN1CCC(C(=O)N2CCN(c3ccccn3)CC2)CC1	-4.9
O=C(c1ccccc1)c1ccccc1C(=O)c1ccccc1	-4.5
CC#CC#Cc1cccc(=O)o1	3.2
CNC(=O)N(O)C1N(/N=C/c2ccccc2O)C(=S)SC1(C)C (configuration not stated)	-9.2
Cn1c(N)c(C(=O)CSc2nnnn2-c2ccccc2)c(=O)n(C)c1=O	0.8
CC(=O)c1ccc(NS(=O)(=O)c2ccc(N/C=C/C(=O)c3ccc(F)cc3)cc2)cc1	-2.6
CS(=O)(=O)/C(C#N)=C/c1c(-c2ccccc2)nc2n1CCS2	5.7
CNc1ccc(Cl)cc1C(N)=O	-0.1
C/C(=N\Nc1ccc(Cl)c(C(=O)O)c1)c1ccc[nH]1	-8.4
COc1cc(/C=C2\SC(=S)N(NS(=O)(=O)c3ccccc3)C2=O)cc(OC)c1OC	-17.1
Cc1ccccc1Nc1nc(N)nc(-c2oc3ccccc3c2C)n1	-1.9
SMILES	S1P3 antag
CC(C(=O)O)n1nnc2ccccc21 (configuration not stated)	-17.0
COc1cc(NC(=O)c2cc3ccccc3cc2O)c(OC)cc1Cl	-1.8
COc1ccc(C)cc1NC(=O)c1cc2c(C)nc3ccccc3c2o1	-41.8
O=C(CSc1nnc(SCc2ccccc2)s1)N/N=C/c1ccc(C(=O)O)cc1	-3.7
CCOc1cc(C2NC(=S)NC(C)=C2C(=O)Nc2ccccc2)ccc1O (configuration not stated)	-11.0
CCCOc1ccc(CN2CCOCC2)cc1OC	-8.4

Source: PubChem
